Screens deposited in PubChem BioAssay by Broad Institute.
ERp5 block – inhibitors of human ERp5; ERp5 insulin aggregation, absorbance 650 nm, 90 min; inhibition, % at 9.99 µM; actives 0.05% (n = 350,000);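 active = mean replicate inhibition above about 25%, with every replicate also reaching it, limit read from the data, passing the limit was not always enough; inconclusive = only one of those two criteria met; inactive = neither criterion met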
E-sel inducer – induces E-selectin expression in human endothelial cells; P16581; HUVEC E-selectin immunofluorescence imaging; normalized: neutral wells 0, TNF-alpha wells 100; activation, % at 7.58 µM; actives 0.37% (n = 260,000); AID 686992;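 active = mean E-selectin-positive cell signal at least 10% of the positive control, reached in at least 60% of replicates, without over 20% cell loss; inconclusive = no rule given, readout overlaps actives, possibly toxicity-flagged; inactive = the rest, including those meeting only one limit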;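 note: in these data hits start at about 27%; measured in HUVEC primary endothelial cells; signal is the percent of cells scored E-selectin positive by PE staining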
Target sequence (P16581 whole entry, looked up): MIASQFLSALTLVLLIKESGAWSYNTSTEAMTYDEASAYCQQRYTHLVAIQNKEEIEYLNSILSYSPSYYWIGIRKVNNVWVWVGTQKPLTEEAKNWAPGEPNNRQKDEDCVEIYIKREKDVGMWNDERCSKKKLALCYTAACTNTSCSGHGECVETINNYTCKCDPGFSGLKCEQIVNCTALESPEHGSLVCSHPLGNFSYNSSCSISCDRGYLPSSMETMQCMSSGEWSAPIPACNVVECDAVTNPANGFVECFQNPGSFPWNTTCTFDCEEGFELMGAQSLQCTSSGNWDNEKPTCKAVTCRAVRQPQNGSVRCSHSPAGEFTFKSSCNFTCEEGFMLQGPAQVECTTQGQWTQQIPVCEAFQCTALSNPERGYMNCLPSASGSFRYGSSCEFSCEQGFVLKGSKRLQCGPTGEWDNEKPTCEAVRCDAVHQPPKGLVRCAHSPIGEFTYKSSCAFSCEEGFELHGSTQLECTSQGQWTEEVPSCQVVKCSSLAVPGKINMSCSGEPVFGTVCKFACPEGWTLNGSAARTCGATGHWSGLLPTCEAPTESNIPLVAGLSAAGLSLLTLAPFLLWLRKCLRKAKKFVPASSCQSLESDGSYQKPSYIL
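material = human umbilical vein endothelial cells (HUVEC), E-selectin induction | quantity = 3,000 cells/well | medium = EGM-2 growth medium on 0.1% gelatin-coated wells | technique = immunofluorescence imaging | read-out basis = % PE-positive cells | control set = TNF-alpha positive control, DMSO neutral control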
SIRT5 inh – sirtuin-5 (human) deacylase inhibition; Purified SirT5, succinyl-peptide AMC, trypsin-coupled fluorescence; inhibition, % at 15 µM; actives 1.1% (n = 330,000); AID 652115; in the data active = inhibition above about 15%; inconclusive = no clear call, values can overlap the other calls
Target sequence (Q9NXA8 whole entry, looked up): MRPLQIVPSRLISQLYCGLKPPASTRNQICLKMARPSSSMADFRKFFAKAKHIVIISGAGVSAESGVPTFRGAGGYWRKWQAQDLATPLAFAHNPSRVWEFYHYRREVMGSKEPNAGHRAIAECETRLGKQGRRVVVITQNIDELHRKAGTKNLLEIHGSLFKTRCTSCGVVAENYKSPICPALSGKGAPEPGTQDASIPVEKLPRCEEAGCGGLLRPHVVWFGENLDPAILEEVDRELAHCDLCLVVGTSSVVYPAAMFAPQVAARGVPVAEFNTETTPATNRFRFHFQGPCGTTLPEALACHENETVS
S100A4 MyoIIA – blocks human S100A4 binding to myosin IIA peptide; P26447; S100A4/TAMRA-MyoIIA peptide fluorescence polarization; inhibition, % at 10.7 µM; actives 0.14% (n = 360,000);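 active = mean inhibition of at least 70% across replicates, with every replicate also reaching that level; inconclusive = mean inhibition reaches 70% but some replicates fall short; inactive = mean inhibition below 70%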
Target sequence (P26447 whole entry, looked up): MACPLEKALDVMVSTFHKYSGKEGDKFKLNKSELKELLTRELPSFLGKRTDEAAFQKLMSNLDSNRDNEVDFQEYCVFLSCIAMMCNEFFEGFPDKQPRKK
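Material: S100A4 monomer protein | Medium: HEPES pH 7.2 with CaCl2, KCl, NaCl, DTT, Triton | Reagent: Labelled myosin peptide probe, 5 nM | Doses: One dose per compound | Times: 5 min incubation before reading | Benchmarks: Neutral control DMSO, positive control TFP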
C2C12 statin – protects C2C12 myotubes from simvastatin toxicity. ATP luminescence, 48 h; scaled: DMSO 0, geranylgeraniol control 100. rescue of ATP level, % at 7.49 µM. actives 0.78% (n = 330,000). AID 602340;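 active = mean ATP rescue above about 67%, or every replicate alone reaching that limit, limit read from the data, passing the limit was not always enough; inconclusive = no clear call, values can overlap the other calls; inactive = mean under the limit and some replicate under it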;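 note: myotubes were challenged with 10 µM simvastatin during compound exposure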
DENV2 CPE rescue – DENV2-induced cell death inhibition; actives 1.7% (n = 350,000); CPE inhibition, % at 9.99 µM; DENV2-infected cells, cytopathic effect rescue, plate reader; in the data active = CPE inhibition above about 20%, passing the limit was not always enough; inconclusive = no clear call, values can overlap the other calls; tested in BHK-21 cells;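 note: 0% = median of neutral control wells and 100% = median of positive control wells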
PglD DTNB – inhibitors of Campylobacter jejuni PglD acetyltransferase | inhibition, % at 12.5 µM | purified PglD enzyme, DTNB colorimetric CoA detection | actives 0.098% (n = 360,000); in the data active = inhibition above about 16%, passing the limit was not always enough; inconclusive = no clear call, values can overlap the other calls; note: strong numbers were not always called active
An asterisk follows results filed as active; ? = inconclusive; . = not tested or not shown; & = joins results of further samples.

smiles	DENV2 CPE rescue	S100A4 MyoIIA	C2C12 statin	ERp5 block	PglD DTNB	E-sel inducer	SIRT5 inh
O=C(N[C@@H]1CC[C@@H](CCNS(=O)(=O)Cc2ccccc2)O[C@H]1CO)c1ccccc1F	?	45	-8	0	1	-0.4	-1
CN(CC(=O)Nc1ccccc1C(F)(F)F)C(=O)CSc1nnnn1C	8	-1	4	8	6	.	0
CO[C@H]1CN(C)C(=O)c2cc(NC(=O)c3ccccc3)ccc2OC[C@H](C)N(C(=O)CN(C)C)C[C@@H]1C	3	5	0	0	0	-0.2	-3
CN(C(=O)c1ccc(NC(=O)Cc2ccc(NC(=O)C3CCCN(C(=O)CCc4ccccc4)C3)cc2)cc1)C1CCCC1 (stereo not given)	7	2	-12	8	2	0.2	0
COC(=O)c1ccc(C(=O)OC)c(NC(=O)C2CCCO2)c1 (stereo not given)	3	-2	-5	-3	-6	.	-3
Cc1c(C(=O)NN2CCOCC2)cccc1[N+](=O)[O-]	-4	-2	.	0	.	.	-3
O=C1NC[C@H](CCCCN2C[C@H](Cc3ccc(O)cc3)N(CC3CCCCC3)C(=O)C2=O)N(CCc2ccccc2)C1=O	-13	2	.	0	.	2.7	4
COc1c(Br)cc(Br)cc1/C=N/n1c(C)nnc1C	.	.	3	.	1	0.4	.
COc1ccc(CCN2C(=O)CC(N3CCN(C/C=C/c4ccccc4)CC3)C2=O)cc1OC (stereo not given)	1	2	.	4	.	2.9	-2
O=C1c2ccccc2C(Nc2ccc3c(c2)OCCO3)N1c1ccc(Cl)cn1 (stereo not given)	8	1	13	4	-1	0.6	-3
CCCN1C[C@@H](C)[C@@H](OC)CN(C)C(=O)c2cc(NC(=O)Nc3ccccc3F)ccc2OC[C@H]1C	6	-1	19	3	0	0.1	5
Cn1c(Sc2ccc([N+](=O)[O-])cc2C(F)(F)F)nnc1-c1ccccc1	.	.	1	.	7	0.2	.
C[C@H](CO)N1C[C@H](C)[C@H](CN(C)S(=O)(=O)c2ccc(Oc3ccccc3)cc2)OCc2cn(nn2)CCCC1=O	22*	14	-8	1	-2	0.1	1
CC(C)(C)C1CCC(=NNC(=O)CN(c2ccccc2)S(C)(=O)=O)CC1 (stereo not given)	-2	-4	0	1	2	-1.9	-1
O=C(C[C@@H]1CC[C@@H](NS(=O)(=O)c2ccccc2F)[C@H](CO)O1)NCCCN1CCOCC1	-2	-5	9	1	-1	0.2	7
O=C(Nc1cccc(F)c1)c1cccnc1	15	-2	0	2	-2	-0.2	-1

Profiles, looked up by structure. Order of values: DENV2 CPE rescue, S100A4 MyoIIA, C2C12 statin, ERp5 block, PglD DTNB, E-sel inducer, SIRT5 inh
O=C(Nc1cccc(F)c1)c1cccnc1 in the list: 15, -2, 0, 2, -2, -0.2, -1
COc1ccc(CCN2C(=O)CC(N3CCN(C/C=C/c4ccccc4)CC3)C2=O)cc1OC (stereo not given) in the list: 1, 2, ., 4, ., 2.9, -2

Later entries
smiles	DENV2 CPE rescue	S100A4 MyoIIA	C2C12 statin	ERp5 block	PglD DTNB	E-sel inducer	SIRT5 inh
O=C(COc1ccccc1Cl)NCCNC(=O)c1ccccn1	?	2	11	4	0	0.6	-2
Cc1sc2ccccc2c1CNC[C@H]1O[C@@H](n2cnc3c(N)ncnc32)[C@H](O)[C@@H]1O	5	-7	-10	7	0	0.3	0
CC1CCCN(S(=O)(=O)c2ccc(S(=O)(=O)N3CCCC3)cc2)C1 (stereo not given)	-5	-1	9	3	-3	0.0	0
CCc1ccccc1NC(=O)CCS(=O)(=O)c1ccc(C)cc1	2	10	0	5	-1	.	1
COC(=O)C[C@@H]1C[C@@H]2c3cc(NC(=O)CC4CC4)ccc3O[C@@H]2[C@@H](CO)O1	2	-6	-2	2	-1	-0.2	-5
CC(C)N(C(=O)[C@H]1C[C@H](CC(=O)NCc2cccc(C(F)(F)F)c2)C(=O)N2CCc3c([nH]c4ccc(Cl)cc34)[C@]12C)C(C)C	?	4	-11	-1	2	-0.1	-1
COc1cc(NC(=O)CN2CC(c3ccccc3)CC2=O)cc(OC)c1 (stereo not given)	6	3	-3	4	-1	.	.
Cn1c(=O)oc2cc(S(=O)(=O)NCCN3CCc4ccccc4C3)ccc21	-5	-2	2	4	3	0.2	.
O=C(COc1ccc2ccccc2c1)NNC(=O)c1ccccc1	-2	11	0	-4	-2	0.1	0
Cc1ccc2c(c1)-c1nc3ccccc3cc1C2=NC1CCCCC1	?	5	.	-4	.	-1.8	-2
O=C(Nc1nc2ccc(SC(F)F)cc2s1)c1ccc(NS(=O)(=O)c2ccc(F)c(F)c2)cc1	-14	6	.	1	1	.	1
C[C@@H]1CN([C@H](C)CO)C(=O)c2cccc(NS(=O)(=O)c3cn(C)cn3)c2O[C@@H]1CN(C)C(=O)Nc1ccccc1	10	4	.	3	-5	-0.2	1
O=S(=O)(NC1CCCCC1N1CCCCC1)c1ccc(Cl)cc1 (stereo not given)	1	22	2	-1	0	0.1	-1
COc1ccccc1C(=O)COC(=O)C1(C)CC1(Cl)Cl (stereo not given)	0	0	-3	-3	-1	-0.5	-1
CCC(=O)N(C)C[C@@H]1Oc2cc(-c3cncnc3)ccc2S(=O)(=O)N([C@H](C)CO)C[C@@H]1C	1	1	15	5	-3	0.3	-3
O=C(c1ccc(F)cc1)N1CC(=O)N2[C@@H](CO)[C@H](c3ccc(-c4ccccc4)cc3)[C@@H]2C1	6	-12	.	-1	.	-0.1	4
O=C(C[C@@H]1CC[C@@H](NC(=O)CN2CCOCC2)[C@@H](CO)O1)NCc1cccc(F)c1	-1	15	4	1	0	-0.5	2
CC(C)NC(=O)C1(C)CCCN1C(=O)c1ccccc1Br (stereo not given)	2	-2	-3	5	0	-0.2	-3
COc1ccc(OCC(=O)NNC(=S)NC(=O)c2ccc([N+](=O)[O-])cc2)cc1	3	1	9	2	-2	-0.2	-1
O=C1CCCc2oc3c(cc(NS(=O)(=O)c4ccc5c6c(cccc46)C(=O)N5)c4ccccc43)c21	0	-5	16	5	.	-0.3	-1
O=S(=O)(c1ccc(Br)cc1F)N1CCCCC1CCO (stereo not given)	3	-4	12	-4	0	-0.1	0
OCC1(CCc2ccccc2)CCN(C/C=C/c2ccccc2)CC1	-7	0	7	2	2	0.2	-1
CC1CC(C)CN(C(=O)c2cccc(NC(=O)CC3SC(N4CCCCC4)=NC3=O)c2)C1 (stereo not given)	2	-2	4	-4	-4	5.1	-1
CCn1cc(/C=C(\NC(=O)c2ccccc2)C(=O)NCCCN2CCOCC2)c2ccccc21	7	0	1	-3	0	.	0
CCN(CC)CCN(C(=O)c1ccc(N2C(=O)CCC2=O)cc1)c1nc2cc3c(cc2s1)OCCO3	6	2	.	3	.	-0.8	-1
COc1cccc(-c2nc(-c3ccccc3)nc(N3CCN(C)CC3)c2C#N)c1	-6	-2	.	3	.	-0.5	2
CC1(C(=O)NS(=O)(=O)c2cccc(F)c2)CCN1C(=O)Cc1cc(F)ccc1F (stereo not given)	-5	5	6	8	5	-0.1	.
C[C@H](O)C#Cc1cnc2c(c1)C(=O)N([C@@H](C)CO)C[C@@H](C)[C@H](CN(C)C(=O)Nc1ccc(F)cc1)O2	6	-1	12	3	1	-0.2	-3
COc1ccccc1C(CNC(=O)c1cccc(S(=O)(=O)N2c3ccccc3CC2C)c1)N(C)C (stereo not given)	-8	-18	-4	-3	2	.	0
COc1ccc(S(=O)(=O)N(C(=O)C(C)C)c2ccc3oc(=O)sc3c2)cc1	4	-3	16	-3	8	.	-3
O=C(COC(=O)c1cccs1)Nc1cc(S(=O)(=O)N2CCOCC2)ccc1Cl	15	-1	.	0	.	12	-1
CCCC#Cc1ccc2c(c1)O[C@@H](CN(C)C(=O)c1ccccc1F)[C@@H](C)CN([C@H](C)CO)S2(=O)=O	3	27	11	-1	1	0.7	20*
CSc1ccc(Cn2c(C)c(C(=O)NCc3cccc(C(F)(F)F)c3)sc2=O)cc1	-11	-6	25	-7	-5	.	.
CC(OC(=O)c1ccc(C(C)(C)C)cc1)C(=O)NC1CCCCC1C (stereo not given)	-6	2	-24	2	4	.	-4
COc1cc(C(=S)N2CCOCC2)cc(OC)c1OC(=O)c1ccc(F)cc1	-8	1	-7	-1	7	0.1	-2
O=C(COC(=O)CCCOc1ccccc1)NC1CCS(=O)(=O)C1 (stereo not given)	4	0	8	-2	1	.	-3
CN1C(=O)c2cc(NC(=O)c3cccc(F)c3)ccc2OC[C@@H]2O[C@H](CC(=O)NCC3CCCCC3)CC[C@H]21	3&9	2&-13	-13&-12	-4&1	3&6	0.2&1.0	2&2
COCC(=O)N(C)[C@H]1C[C@H]2c3cc(Oc4ccccc4C)ccc3CCN2C(=O)[C@H]1[C@H](C)O	-8	7	1	-3	0	0.0	-2
O=[N+]([O-])C(/C=C(\Cl)[N+](=O)[O-])=C(N1CCCCC1)N1CCCCC1	-1	1	.	-4	.	.	0
CCOCCCNC(=O)c1ccc2c(=O)n(Cc3ccc(OC)cc3)c(=O)[nH]c2c1	-1	4	2	-8	0	0.2	-1
Cc1cc(C)nc(/N=C(\N)Nc2cccc(OCc3ccccc3)c2)n1	-11	-2	.	5	-10	.	-5
O=C(Nc1ccccc1)Nc1ccc(-n2ccc(C(F)(F)F)n2)cc1	-15	-1	-22	.	-2	.	-7
O=C(Nc1ccccc1)Nc1ccc2ocnc2c1	.	9	-1	0	.	0.2	-4
O=c1c2c(-c3ccc([N+](=O)[O-])cc3)csc2nc2n1CCCCC2	20	-5	.	2	.	.	1
CCOC(=O)[C@]12CCC=C1N(Cc1ccco1)C(=O)[C@H](CC(=O)NCCc1ccccc1OC)C2	-3	-11	.	-6	.	-0.1	-6
O=C(NC(Cc1ccccc1)C(=O)O)/C(=C/c1cccc([N+](=O)[O-])c1)NC(=O)c1ccco1 (stereo not given)	5	-12	-2	2	2	.	0
Cc1c(C(=O)O)oc2c1C(=O)CC(C)(C)C2	-4	-12	-1	23	-1	.	-3
Cc1ccc2oc(=O)c3cnn(CC(=O)Nc4cc(-c5cccc(F)c5)no4)c3c2c1	-1	1	15	8	1	0.0	-1
CCCCn1c(-c2csc(C(C)C)c2)n[nH]c1=S	15	-3	-4	-4	-10	2.3	17*
CN1CCN(S(=O)(=O)c2cccc(C(=O)Oc3cccc(Br)c3)c2)CC1	3	0	0	4	3	0.2	0
CON(C)C(=O)CC(CN(Cc1ccccc1)C(=O)OC(C)(C)C)c1ccc(Cl)cc1 (stereo not given)	-3	4	21	3	4	-0.1	-4
C[C@H]1CN([C@@H](C)CO)C(=O)c2cc(NS(C)(=O)=O)ccc2O[C@H]1CN(C)C(=O)Nc1ccc2c(c1)OCO2	-2	-11	-24	-4	9	-3.8	-1
CC(C)NC(=O)N(C)C[C@@H]1Oc2ncc(-c3cccc(C#N)c3)cc2C(=O)N([C@H](C)CO)C[C@@H]1C	?	-12&1&8	2&-1&-3	-5&-1&0	0&3&-2	-0.5	-3&-4&-5
CC(=O)Nc1ccc(/C=C/c2nc3ccccc3[nH]c2=O)cc1	6	-18	-2	3	3	-0.2	-1
COCC#Cc1ccc2c(c1)O[C@H](CN(C)C(=O)Nc1ccccc1F)[C@@H](C)CN([C@@H](C)CO)S2(=O)=O	-4	-3	-9	0	5	0.2	-3
CCCC(=O)n1nc(-c2cccnc2)nc1NCc1ccc(OC)cc1	-12	1	.	1	.	6.5	.
CCOC(=O)Cc1csc(NC(=O)c2ccc(Cl)s2)n1	-3	-2	1	7	-4	1.0	-2

Not all compounds are listed (hit frequency here may not be typical).
